Assay outcomes: PubChem BioAssay, several laboratories
K1F lysis inhibition = inhibition of K1F phage lysis, E. coli UTI89, bacterial capsule biogenesis inhibitors, alamar blue (AID 488966); E. coli UTI89 K1F phage lysis, alamar blue, 2 h; higher % means a stronger effect; inhibition, % at 100 µM; hits with a dose series show IC50 in µM; 340,000 tested, 0.02% active;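 active = phage lysis inhibition, versus mean bacterial control, above a set limit; inconclusive = no clear call, values can overlap the other calls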;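 note: capsule biogenesis inhibitors block K1F phage lysis so surviving cells raise fluorescence; higher fluorescence means more inhibition of phage lysis; actives were called in the ten point dose series up to 300 µM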
NTR1 ag = agonists of NTR1, primary screen, imaging, U2OS cells, beta-arrestin-GFP, high content (AID 493036); P30989; NTR1-U2OS beta-arrestin-GFP spot imaging, agonist mode; activation, % at 20 µM; 330,000 tested, 0.17% active;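 active = activation at or above 40% of the spot to cytoplasm intensity ratio, with at least 20 cells analyzed; inconclusive = wells under 20 cells, flagged as cytotoxic or low count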;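 note: 0% = DMSO without peptide and 100% = 100 nM NTR1 peptide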
Target sequence (P30989 whole entry, looked up): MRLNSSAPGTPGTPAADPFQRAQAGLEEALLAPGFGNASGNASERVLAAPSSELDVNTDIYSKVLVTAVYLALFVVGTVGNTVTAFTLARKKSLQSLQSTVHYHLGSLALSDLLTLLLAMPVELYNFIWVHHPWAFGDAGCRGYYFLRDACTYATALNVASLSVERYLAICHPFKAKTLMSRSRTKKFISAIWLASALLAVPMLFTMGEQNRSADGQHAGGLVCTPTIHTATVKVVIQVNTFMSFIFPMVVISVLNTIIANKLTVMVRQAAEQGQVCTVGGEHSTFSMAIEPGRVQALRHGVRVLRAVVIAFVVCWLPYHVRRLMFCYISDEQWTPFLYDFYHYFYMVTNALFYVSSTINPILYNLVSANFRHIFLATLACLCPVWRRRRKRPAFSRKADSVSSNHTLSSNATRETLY
GPR55 beta-arrestin = selective activators of receptor GPR55 – imaging, U2OS cells, beta-arrestin-GFP redistribution, primary screen (AID 1961). one-dose activation, % at 10 µM; EC50 in µM for titrated hits. 290,000 tested, 0.048% active. U2OS GPR55 beta-arrestin-GFP redistribution imaging; higher % means a stronger effect;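 active = activation above 40% with more than 50 cells counted in the well; inconclusive = wells holding fewer than 50 cells, flagged as toxic or sparse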;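 note: U2OS osteosarcoma cells stably expressing GPR55 and beta-arrestin-GFP; plate controls were DMSO negative control for no effect and LPI positive control for full effect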
MgcRacGAP inhibition = MgcRacGAP GTPase-activating activity inhibitors, confirmation, biochemical, ADP Hunter fluorescence | MgcRacGAP-stimulated Rac1 GTP hydrolysis, ADP Hunter fluorescence; higher % means a stronger effect; GST-tagged Rac1 F28L mutant substrate | inhibition, % at 30 µM, or IC50 in µM where a hit was titrated | 340,000 tested, 0.6% active | AID 624330;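 active = first-screen hits whose inhibition reached a set limit at any dose in the follow-up dose series; inconclusive = inhibition above the set first-screen limit but never retested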;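 note: fluorescence reports GDP produced by GAP-driven GTP hydrolysis; strong numbers were not always called active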
GPR55 antagonists = inhibition of LPI-stimulated GPR55 beta-arrestin translocation – imaging, U2OS, beta-arrestin-GFP, LPI agonist, primary screen (AID 2013). U2OS GPR55 beta-arrestin-GFP translocation imaging, LPI antagonism; higher % means a stronger effect. inhibition, % at 10 µM; hits with a dose series show IC50 in µM. 290,000 tested, 0.13% active;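 active = spots per cell inhibited over 60%, with over 100 cells counted and total cytoplasm intensity under 500,000; inconclusive = wells with under 100 cells, flagged as likely toxic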;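 note: U2OS cells stably carrying GPR55 and arrestin-GFP stimulated by 5 µM LPI near EC80; imaged beta-arrestin-GFP aggregate spots per cell after agonist stimulation; plate controls were LPI-stimulated DMSO wells for no effect and DMSO wells without LPI for full effect; some results filed as inactive read as strong as hits; confirmed hits need IC50 under 10 µM and bright autofluorescent wells are also inconclusive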
NOD1 NF-kB reporter = inhibition of NOD1-driven NF-kB reporter – cell-based, luminescence, uHTS, primary screen (AID 1578); NOD1-driven NF-kB luciferase reporter cells, luminescence; higher % means a stronger effect; 290,000 tested, 1% active; one-dose inhibition, % at 4 µM; EC50 in µM for titrated hits; in the data active = inhibition mostly above about 36%, no sharp cut-off; inactive = mostly below about 34%;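 note: HEK-293T reporter cells stimulated with the NOD1 agonist gamma-tri-DAP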
GPR35 antagonists = GPR35 antagonists blocking zaprinast-driven arrestin recruitment, primary screen, imaging, U2OS, beta-arrestin-GFP, zaprinast agonist (AID 2058). 290,000 tested, 0.052% active. one-dose inhibition, % at 10 µM; IC50 in µM for titrated hits. U2OS GPR35 beta-arrestin-GFP translocation imaging, zaprinast antagonism; higher % means a stronger effect;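 active = inhibition of at least 50% with at least 30 cells and total cytoplasm GFP at most 10,000,000; inconclusive = under 30 cells or total GFP of 10,000,000 plus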
KOR beta-arrestin-1 = kappa opioid receptor activators – cell-based, luminescence, uHTS, primary screen (AID 1777); KOR beta-arrestin recruitment, luminescence; higher % means a stronger effect; one-dose activation, % at 10 µM; EC50 in µM for titrated hits; 280,000 tested, 0.02% active; in the data active = activation above about 50%, passing the limit was not always enough; note: a part of the inactive calls stands beside numbers as strong as those of hits
KOR beta-arrestin-2 = KOR antagonists, beta-arrestin recruitment, cell-based, luminescence, uHTS (AID 1778); KOR beta-arrestin recruitment, luminescence, antagonist mode; higher % means a stronger effect; one-dose inhibition, % at 10 µM; IC50 in µM for titrated hits; 290,000 tested, 0.091% active; in the data active = inhibition above about 50%; note: strong numbers were not always called active
NTR1 ag cell count 20 µM = recorded beside NTR1 ag, whose call it bears; cell count; measured here: cell count, cytotoxicity flag
* = called active by the depositor; ? = inconclusive; . = no result given; [ ] = dose if it differs, or a comment. An excerpt, so the mix of outcomes need not match the whole.

SMILES	K1F lysis inhibition	NTR1 ag	NTR1 ag cell count 20 µM	GPR55 beta-arrestin	MgcRacGAP inhibition	GPR55 antagonists	NOD1 NF-kB reporter	GPR35 antagonists	KOR beta-arrestin-1	KOR beta-arrestin-2
CCN(CC)C(=O)CN(c1cccc(Br)c1)S(C)(=O)=O	.	1.7	58	0.1%	.	-8%	-13%	-14%	-4.4%	20%[20 µM]
COc1cccc(-c2nc(CS(=O)(=O)CC(=O)NCc3ccc4c(c3)OCO4)c(C)o2)c1	0.4%	0.4	61	-0.1%	10%	3%	7%	-12%	8.9%	-22%
Cc1ccc(C(=O)N2CCCC(N(C)Cc3ccccc3)C2)s1 (stereo not given)	1.1%[50 µM]	-0.2	47	-0.1%	-2%	-1%	-16%	5%	3.9%	-10%
C/C(=N/NC(=O)c1cccs1)c1cccc(N)c1	0.2%	0.0	34	0.2%	5%	4%	-54%	5%	8.1%	-46%
CC(O)c1cc2c(cc1NC(=O)c1cnn3c1NC(c1ccco1)CC3C(F)(F)F)OCO2 (stereo not given)	1.0%	-1.3	56	0.0%	8%	8%	-14%	-12%	2.6%	1%
CCOc1ccc2c(c1)ncn2Cc1ccccc1	4.4%	-0.4	59	0.2%	5%	-5%	-26%	4%	-5.6%	2%
O=C(NCCCN1CCOCC1)c1cc2c(s1)CCCC2	-0.4%	0.5	46	0.3%	0%	-9%	-11%	-1%	-0.3%	40%
Cc1ccccc1SCC(=O)NNC(=O)c1ccccc1O	-0.5%[50 µM]	-0.8	89	-0.1%	6%	20%	-15%	-9%	-3.9%	20%
c1cncc(C(c2nnnn2C2CCCC2)N2CCCC2)c1 (stereo not given)	0.6%	0.9	44	0.0%	10%	20%	-16%	26%	0.8%	8%
COc1ccc(CCNC(=O)c2cc3sc(Cl)cc3n2C)cc1OC	1.0%	0.5	79	0.4%	22%	-9%	-28%	-32%	-4.6%	29%
COC(=O)c1c(C)[nH]c(C(=O)CSc2ccc(Cl)cc2)c1C	0.2%	7.9	32	0.7%	6%	-11%	-76%	9%	-0.6%	9%
CC1(C)C2C/C(=N\O)C(C)(/[N+]([O-])=C/c3cccc([N+](=O)[O-])c3)CC21 (stereo not given)	0.2%	0.0	52	0.3%	9%	-10%	62%*	3%	-11%	-4%[20 µM]
O=C(Cn1ncc2c3ccccc3n(Cc3cccc(Cl)c3)c2c1=O)NCc1ccccn1	0.0%	-1.1	57	0.0%	9%	-2%	0%	-4%	2.7%	-27%
CCCNC(=O)N(C)c1nncnc1C(=O)NC	0.2%	3.5	86	-0.1%	6%	1%	5%	1%	-3.3%	-31%
CC(CCO)Nc1nc2c(c(=O)n(C)c(=O)n2C)n1Cc1cccc(Br)c1 (stereo not given)	-0.2%	1.6	56	0.5%	12%	6%	-13%	11%	0.0%	0%
COc1ccc(N2CCN(C(=O)CCc3cc(OC)c(OC)c(OC)c3)CC2)cc1	0.1%	0.6	78	0.0%	13%	2%	-1%	0%	3.6%	-20%
O=C(c1noc2c1CCCC2)N1CCN(C(c2ccccc2)c2ccccc2)CC1	.	.	.	-0.1%	.	7%	9%	-6%	5.7%	6%
NC(Cc1cccc2nsnc12)C(=O)O (stereo not given)	-0.8%	1.0	57	-0.3%	-1%	3%	-9%	-2%	9.0%	7%
CC1(C)Cc2c(c(N3CCOCC3)nc3snc(N)c23)CO1	-0.5%	-2.7	105	-0.4%	?	-4%	-10%	6%	-6.0%	30%
COC(=O)C1=C(C(=O)OC)[C@@H]2N(C)c3ccccc3[C@@]23C[C@@H](C(=O)OC)N(C(=O)c2cc(C)oc2C)C3=N1	-0.8%	-0.2	62	-0.1%	3%	-3%	12%	7%	-0.1%	32%

NOD1 NF-kB reporter, entries above that show a hit.
| compound | MgcRacGAP inhibition | NOD1 NF-kB reporter | GPR35 antagonists | KOR beta-arrestin-1 | KOR beta-arrestin-2 |
| --- | --- | --- | --- | --- | --- |
| CC1(C)C2C/C(=N\O)C(C)(/[N+]([O-])=C/c3cccc([N+](=O)[O-])c3)CC21 (stereo not given) | 9% | 62%* | 3% | -11% | -4%[20 µM] |

(listing goes on)
SMILES	K1F lysis inhibition	NTR1 ag	NTR1 ag cell count 20 µM	GPR55 beta-arrestin	MgcRacGAP inhibition	GPR55 antagonists	NOD1 NF-kB reporter	GPR35 antagonists	KOR beta-arrestin-1	KOR beta-arrestin-2
O=C(COC(=O)[C@H](Cc1ccccc1)NC(=O)c1cccs1)NC1CC1	3.2%	1.3	48	0.1%	8%	17%	-26%	15%	1.8%	23%
CC(C)c1ccc(N2C(=O)/C(=C/N(C)C)SC2=S)cc1	-0.1%	0.0	65	-0.2%	1%	39%	-10%	0.83µM*	0.9%	19%
CC[n+]1cccc(-c2nc3ccccc3s2)c1	-0.1%	4.3	91	-0.3%	5%	11%	24%	0%	-1.4%	-11%
O=C1CC(N2CCC(c3nc4ccccc4o3)CC2)C(=O)N1c1cc(Cl)cc(Cl)c1 (stereo not given)	-0.1%	1.6	81	-0.2%	12%	9%	4%	12%	-2.1%	8%
Nc1c(C(=O)c2ccccc2)oc2ccc(Br)cc12	-0.1%	9.7	78	-0.3%	3%	-5%	-66%	25%	1.6%	10%
COC(=O)CSc1nnc(CNc2ccc(Cl)cc2)n1-c1ccccc1	0.2%	-1.0	105	-0.1%	1%	9%	-10%	1%	-0.6%	-12%
CCC(=O)N=c1sc2cc([N+](=O)[O-])ccc2n1CCOC	-3.8%	-0.9	47	-0.4%	-1%	-3%	28%	9%	6.1%	-32%
CCc1cc2c(N3CCCCC3)ncnc2s1	0.5%	1.3	51	0.3%	10%	-9%	24%	1%	-2.7%	-24%
COc1ccc(NC(=O)Nc2nnc(Cc3ccc(F)cc3)s2)cc1	1.6%[50 µM]	1.3	83	0.0%	7%	-3%	-7%	6%	-6.1%	-15%
CCOC(=O)C1CCN(Cc2c(O)ccc3ccccc23)CC1	3.2%	0.7	45	0.4%	12%	-2%	-23%	-12%	0.3%	3%
O=C1CNCc2[nH]c3ccccc3c2N1c1ccccc1	-0.6%	0.3	73	-0.1%	5%	-1%	-24%	-18%	-2.5%	26%
CN1c2ccccc2C(=O)NC1c1ccc([N+](=O)[O-])s1 (stereo not given)	0.1%	-0.7	50	-0.2%	15%	6%	-3%	12%	0.8%	19%
Cc1cccc(Nc2nc(N3CCOCC3)nc(N3CCOCC3)n2)c1	0.1%	-0.8	69	-0.2%	-7%	-2%	-7%	0%	-1.3%	5%
CN1CCN(S(=O)(=O)c2ccc([N+](=O)[O-])cc2)CC1	0.0%	0.1	68	1.1%	6%	-14%	-11%	5%	-3.6%	-22%[20 µM]
CCN(C(=O)COC(=O)c1cc(-c2cccs2)nc2ccccc12)C1CCS(=O)(=O)C1 (stereo not given)	-0.1%	3.1	59	0.8%	4%	2%	-42%	-7%	2.4%	-50%
Cc1cc(C)c(S(=O)(=O)c2ccccc2)c(OC(=O)c2cc(F)c(F)cc2Cl)n1	-1.4%	1.5	49	-0.1%	10%	17%	-35%	0%	-3.1%	6%
CCc1nc2c(oc3ccccc32)c(=O)[nH]1	0.4%	0.0	41	-0.1%	7%	-13%	9%	10%	4.7%	-22%
O=C(COC(=O)c1ccccc1C(=O)c1ccc(Cl)cc1)NCCc1ccccc1	-7.0%	3.5	34	0.2%	3%	5%	18%	4%	-2.2%	25%
Cc1ccc(S(=O)(=O)NCCN2CCNC2=O)cc1	-0.7%	2.5	46	0.2%	6%	-4%	-10%	2%	-3.7%	33%
Cc1sc(NC(=O)C2C3C=CC(C3)C2C(=O)O)c(C(N)=O)c1-c1ccc(C(C)C)cc1 (stereo not given)	1.9%	6.0	52	0.9%	8%	7%	-9%	11%	0.1%	-25%
O=C(NCCCN1CCCC1=O)c1ccc(CNS(=O)(=O)c2ccc(F)cc2)cc1	1.9%	0.2	44	-0.1%	4%	24%	4%	15%	2.1%	19%
COc1cc(-c2cc(N)n(S(=O)(=O)c3ccccc3)n2)cc(OC)c1OC	-0.5%	-2.1	82	0.3%	11%	-14%	-11%	-4%	-6.0%	-6%
COc1ccc(NC(=O)NC(=O)c2ccccc2)cc1	0.2%	0.1	69	0.5%	7%	-12%	-86%	12%	-5.3%	-18%[20 µM]
O=C(c1cnc2n(c1=O)CCS2)N(c1ccccc1)C1CCCCC1	3.5%	0.4	56	0.0%	8%	-1%	26%	-8%	3.3%	-20%
C=C(C)CNC(=S)Nc1cccc(N)n1	0.7%	.	.	-0.1%	1%	9%	-44%	-5%	-3.1%	-17%[20 µM]
COc1ccc(NC(=O)NNC(=O)C(O)(c2ccccc2)c2ccccc2)cc1	-0.4%	0.5	67	0.5%	10%	13%	-24%	-8%	-0.9%	21%
COC(=O)c1ccc(CSc2nc3c(cnn3-c3ccc(C)cc3)c(=O)[nH]2)o1	1.2%	1.7	37	0.1%	8%	1%	-31%	-4%	8.0%	-28%
COc1cc(/C=N\NC(=O)c2ccc(C)nc2)ccc1OC(=O)c1ccco1	0.0%	0.1	89	-0.4%	10%	4%	-2%	0%	-2.0%	10%
COC(=O)c1cc(CNC(=O)Cc2ccsc2)ccc1OC	0.2%	-1.9	49	0.2%	4%	-4%	-23%	-8%	-6.0%	-2%
O=C(O)C1CCCCC1C(=O)NCCc1cccc(Cl)c1 (stereo not given)	0.7%	-0.4	78	0.1%	7%	-1%	-13%	-17%	-2.8%	-4%
CCNC(=S)N1C2CCC1CC(NC(=O)NC1CCCCC1)C2 (stereo not given)	3.0%	-0.1	46	0.3%	1%	5%	-5%	9%	-3.1%	-9%
CCOc1ccc(C(C)=O)cc1Cc1c(O)nc(N)[nH]c1=O	.	-0.5	45	0.8%	.	6%	-12%	-5%	2.0%	6%
Cc1cc(NC(=O)c2nn(C)c(C)c2[N+](=O)[O-])no1	0.9%	1.0	68	0.2%	-7%	5%	10%	14%	6.2%	8%
COc1ccccc1NS(=O)(=O)c1ccc(NC(=O)c2nc3ncccn3n2)cc1	0.2%	.	.	0.0%	5%	-4%	3%	8%	-3.5%	-4%
Cc1cccn2c(=O)c(C=NCCO)c(Nc3ccc(Cl)cc3)nc12	.	5.7	73	1.2%	.	18%	-61%	-10%	-0.7%	-22%
CCCC(=O)N(CCc1ccc(OC)cc1)Cc1nc2ccccc2c(=O)[nH]1	-0.4%	-0.8	56	0.0%	-1%	9%	6%	9%	-8.7%	16%
